RXFP1 agonist – agonists of human relaxin receptor RXFP1; Potency, µM (highest dose often 57.5 µM), without a hit: at the top dose activation, actives largely listed as activators; Q9HBX9; 370,000 tested, 0.3% active; HEK293T-RXFP1 cAMP TR-FRET, 30 min; response scale: percent of porcine relaxin response, buffer zero; AID 2676; note: % is set by controls: 0 for no effect and ±100 for the full control effect; nearly all actives have a fitted effect of over 60% in size; many of its hits are not listed in these tables
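Agonist response is measured as cAMP accumulation in an RXFP1-transfected HEK293T line under PDE4 inhibition. Values are scaled between buffer-only and 29 nM porcine relaxin, and EC50s come from standard Hill equation fits.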
USP1-UAF1 inh – inhibitors of human USP1/UAF1 deubiquitinase. recombinant USP1/UAF1, Ub-Rhodamine cleavage fluorescence. Potency, µM (titrated, usually from 57.1 µM), for inactives: at the top dose activity change, negative = inhibition, usual class: inhibitors. 390,000 tested, 0.23% active. AID 743255. O94782; note: % is set by controls: 0 for no effect and ±100 for the full control effect; nearly all actives have a fitted effect of over 60% in size; inactives centre near -12
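USP1/UAF1 complex (1 nM) preincubated 15 min at room temperature with compound, then Ub-Rho substrate (150 nM final) added. Kinetic fluorescence at 480/540 nm over 6 reads at 60 s intervals; 50 mM HEPES pH 7.8, 0.5 mM EDTA, 0.1 mg/ml BSA, 1 mM TCEP, 0.01% Tween-20.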
12-LOX inh – inhibitors of human 12S-lipoxygenase ALOX12; P18054; purified 12hLO, xylenol orange hydroperoxide absorbance; Potency, µM (doses to about 108 µM), without a hit: top-dose activity change, negative = inhibition, actives largely listed as inhibitors; 580,000 tested, 1.1% active; note: % is set by controls: 0 for no effect and ±100 for the full control effect
Target sequence (P18054 whole entry, looked up): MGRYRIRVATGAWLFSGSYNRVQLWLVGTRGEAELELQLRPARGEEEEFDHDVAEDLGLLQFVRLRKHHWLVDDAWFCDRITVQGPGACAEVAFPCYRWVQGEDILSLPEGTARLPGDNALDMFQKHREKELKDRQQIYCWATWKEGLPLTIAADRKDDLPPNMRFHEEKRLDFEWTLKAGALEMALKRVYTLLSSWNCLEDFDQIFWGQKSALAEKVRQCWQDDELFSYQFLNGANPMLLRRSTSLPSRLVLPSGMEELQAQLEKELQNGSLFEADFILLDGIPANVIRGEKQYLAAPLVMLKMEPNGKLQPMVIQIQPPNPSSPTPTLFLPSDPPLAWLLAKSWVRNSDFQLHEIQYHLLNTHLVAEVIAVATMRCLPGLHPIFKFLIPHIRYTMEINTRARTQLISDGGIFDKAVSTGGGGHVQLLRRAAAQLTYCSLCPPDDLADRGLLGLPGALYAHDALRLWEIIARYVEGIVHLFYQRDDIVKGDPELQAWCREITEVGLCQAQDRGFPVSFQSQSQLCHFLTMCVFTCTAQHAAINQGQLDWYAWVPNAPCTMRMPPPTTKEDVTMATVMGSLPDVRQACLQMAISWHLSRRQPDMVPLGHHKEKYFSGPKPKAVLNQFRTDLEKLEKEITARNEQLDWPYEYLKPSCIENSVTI
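Purified human 12hLO at 150 nM in 25 mM Hepes, 0.01% Triton X-100, pH 7.0, preincubated 15 min at room temperature with compound. Reaction started with 40 uM arachidonic acid, 30 min at room temperature. Hydroperoxide measured by Fe-xylenol orange, 573/405 nm absorbance ratio.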
TrxR1 substrate – is turned over as a substrate by rat TrxR1 | O89049 | purified TrxR1 substrate turnover, NADPH consumption readout | Potency, µM (doses to about 114 µM), for the others: at the highest dose activity change, negative = substrate turnover | 390,000 tested, 0.01% active; note: % is set by controls: 0 for no effect and ±100 for the full control effect; nearly all actives have a fitted effect of over 50% in size
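Rat TrxR1, dispensed at 90 nM, was prereduced with 400 uM NADPH (final) for 5 min at ~22 deg C, then incubated with compound 15 min before 400 uM selenite. A first-read NADPH fluorescence drop versus no-compound background flagged substrates.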
RGS4 inhibitor – human RGS4 inhibition | Transcreener GDP fluorescence polarization, RGS4-accelerated GTP hydrolysis | Potency, µM (highest dose often 114 µM), without a hit: at the highest dose activity change, negative = inhibition, usual class: inhibitors | 390,000 tested, 0.039% active | AID 504845; note: % is set by controls: 0 for no effect and ±100 for the full control effect; nearly all actives have a fitted effect of over 75% in size; some results filed as inactive show a strong effect at the top dose
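MLSMR compounds (23 nl, pin-transferred) preincubated 10 min at room temperature with a 500nM (2x) first reagent, then RGS4 at 900nM (2x) plus Transcreener GDP mix added; fluorescence polarization (620/688 nm) read before and after 90 min at 30 °C.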
Vif-A3F inh – inhibitors of Vif-A3F interaction; HeLa A3F-eYFP + Vif (tagged APOBEC3F with the HIV-1 protein that degrades it), YFP fluorescence increase; Potency, µM (titrated, usually from 46.1 µM), for inactives: at the highest dose activity, negative = active; 390,000 tested, 0.2% active; note: % of control where 0% means no effect; nearly all actives have a fitted effect of over 65% in size
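HeLa cells stably expressing A3F-eYFP plus Vif, plated and incubated overnight at 37 deg C, then exposed to compounds overnight at 37 deg C. Blocked degradation read as raised yellow fluorescence (Ex 488/Em 500-530).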
IDH1 R132H inh – human IDH1 R132H inhibition; 390,000 tested, 0.093% active; Potency, µM (highest dose often 76.6 µM), inactives show at the highest dose activity change, negative = inhibition, most hits filed as inhibitors; IDH1-R132H enzyme, NADPH consumption, diaphorase/resazurin fluorescence; AID 602179; note: % is set by controls: 0 for no effect and ±100 for the full control effect; nearly all actives have a fitted effect of over 65% in size
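IDH1-R132H (0.5 ug/mL dispensed) in pH 7.5 Tris buffer was preincubated 30 min with compound, then given a substrate mix of 0.016 mM NADPH and 2 mM alpha-KG for 80 min at room temperature; remaining NADPH was read by diaphorase/resazurin fluorescence.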
rTrxR1 inhibitor – rat TrxR1 inhibition. recombinant rTrxR1, NADPH fluorescence consumption, selenite substrate. Potency, µM (highest dose often 114 µM), for inactives: top-dose activity change, negative = inhibition, actives largely listed as inhibitors. 390,000 tested, 1% active. AID 588453; note: % is set by controls: 0 for no effect and ±100 for the full control effect; nearly all actives have a fitted effect of over 65% in size
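Rat TrxR1 (90 nM in the dispensed reagent) was pre-reduced with 400 uM NADPH for 5 min at room temperature, then incubated with compound for 15 min. After 400 uM selenite was added, NADPH fluorescence (Ex 340/Em 450 nm) was followed for 8 min.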
Vif-A3G inh – Vif-A3G binding inhibition | Q9HC16 | HeLa A3G-eYFP + Vif (tagged APOBEC3G with the HIV-1 protein that degrades it), YFP fluorescence, overnight | Potency, µM (highest dose often 46.1 µM), for inactives: at the highest dose activity, negative = active, actives largely listed as inhibitors | 410,000 tested, 0.076% active;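 note: % is set by controls: 0 for no effect and ±100 for the full control effect; nearly all actives have a fitted effect of over 60% in size; hits raise eYFP signal because A3G escapes Vif-driven loss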
Target sequence (Q9HC16 whole entry, looked up): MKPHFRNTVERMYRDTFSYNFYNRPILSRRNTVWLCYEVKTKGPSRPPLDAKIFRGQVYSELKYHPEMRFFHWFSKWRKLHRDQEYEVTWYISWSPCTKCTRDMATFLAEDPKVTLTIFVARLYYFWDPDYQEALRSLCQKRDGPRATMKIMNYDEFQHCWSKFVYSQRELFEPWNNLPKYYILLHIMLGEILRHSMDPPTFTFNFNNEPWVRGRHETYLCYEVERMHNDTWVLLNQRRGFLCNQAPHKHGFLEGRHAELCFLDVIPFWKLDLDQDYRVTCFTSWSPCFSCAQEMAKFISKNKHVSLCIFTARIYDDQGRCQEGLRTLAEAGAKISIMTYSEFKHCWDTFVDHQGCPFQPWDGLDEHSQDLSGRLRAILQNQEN
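Read-out is eYFP fluorescence (Ex 488/Em 500-530) from Vif-expressing HeLa A3G-eYFP cells; more signal means A3G escaped Vif-mediated degradation. Cells plated overnight, compound pinned in, incubated overnight at 37 deg C.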
* hit, by the source's call; ? = inconclusive; / = not tested or not shown; [ ] = remark or other dose. Calls come from the whole dose curve; as a rule, active = well fitted curve in the direction sought with a large enough effect; inconclusive = small, poorly fitted or top-dose-only effect, or another doubt; inactive = no such curve, though single readings can be large; an effect the other way counts as inactive or inconclusive. Potency is the fitted concentration of half-maximal effect.

SMILES	RXFP1 agonist	USP1-UAF1 inh	12-LOX inh	TrxR1 substrate	RGS4 inhibitor	Vif-A3F inh	IDH1 R132H inh	rTrxR1 inhibitor	Vif-A3G inh
COc1ccc(-c2onc(C)c2C)cc1S(=O)(=O)N1c2ccccc2CC1C (stereo not given)	0.8%	-23.9%	-21.3%	-2.8%[57.1 µM]	-3.4%	-4.5%	-14.8%	10.5%[57.1 µM]	-0.2%
Cn1c(=O)c2nnn(/N=C(\c3ccccc3)C3CC3)c2n(C)c1=O	-1.9%	0.0%	?	-13.5%	7.3%	-5.2%	-2.2%	-14.6%	0.3%
CC(C)c1ccc(NC2CCCN(C(=O)c3cnn(C(C)C)c3)C2)cc1 (stereo not given)	1.7%	-2.7%	?	-0.8%	10.2%	9.7%	5.0%	-0.3%	6.2%
Cc1nnc(SCC(=O)Nc2ccc(N(C)C)cc2)n(N)c1=O	-3.7%	3.7%	7.9%	2.3%[57.1 µM]	-41.0%	3.0%	-0.6%	0.1%[57.1 µM]	-0.6%
COc1ccccc1C(=O)NCC(=O)Nc1ccccc1	0.8%	-18.3%	11.0%	-1.7%	-31.8%	-0.1%	5.4%	4.1%	1.6%
C#CCOC(=O)Nc1cccn(Cc2c(Cl)cccc2Cl)c1=O	0.0%	-16.2%	-12.5%	6.8%	32.1%	3.3%	0.2%	6.4%	-27.6%
Cc1ccccc1OCC(=O)OCC(=O)NCc1ccccc1Cl	/	-12.1%	5.3%	2.2%	-8.9%	-20.1%	11.1%	5.2%	0.5%
CCCNC(=O)C1CN(C(=O)c2nn(Cc3ccccc3)c(=O)c3ccccc23)c2ccccc2O1 (stereo not given)	0.7%	-13.6%	?	1.9%	11.2%	-3.0%	-1.7%	-0.5%	-6.6%
Nc1cc(C(=O)N/N=C/c2cccc([N+](=O)[O-])c2)n[nH]c1=O	8.4%	-20.1%	1.6%	-1.5%	-41.3%	2.6%	1.1%	5.4%	-5.7%
O=C(C[C@H]1C[C@H](C(=O)N2CCCCC2)[C@@]2(CCc3ccccc3)c3[nH]c4cc(-c5ccco5)ccc4c3CCN2C1=O)NCCN1CCOCC1	/	-29.5%	?	44.0%[activator]	?	?	0.7%[38.3 µM]	8.9%	-16.2%
Cc1ccc2oc3nc(C)c(C(=O)O)cc3c(=O)c2c1	-1.1%	-13.7%	?	57.6%[activator]	-14.0%	2.2%	2.7%	-25.7%	0.4%
CCOc1ccc(CN(CC)C(=O)Cc2c[nH]c3ccccc23)cc1OC	4.6%	?	-5.9%	6.3%	-8.0%	1.3%	-1.8%	14.9%	0.4%
COCCN1Cc2cc3cc(C)ccc3nc2SC1=Nc1cccc(OC)c1	1.3%	-15.4%	?	-3.2%	-27.3%	2.1%	6.2%	-20.9%	3.3%
CCCCCc1ccc(S(=O)(=O)NCCc2ccncc2)cc1	1.3%	-11.4%	10.1%	-1.0%	-25.8%	-2.0%	5.4%	6.3%	2.2%
CCSc1nc(C)c(C)c(=O)[nH]1	4.9%	-19.7%	4.7%	5.8%	-1.5%	5.9%	-1.5%	10.4%	8.1%
CCOC1CC(C)(C)NC(=S)N1 (stereo not given)	0.3%	4.7%	-8.6%	-5.3%	-3.8%	-19.1%	-5.6%	-18.1%	-8.6%
O=C(CCc1nnc(C2CCCCC2)o1)N1CCN(c2ccccc2F)CC1	-3.9%	-12.8%	14.0%	-1.4%[57.1 µM]	3.9%[56.9 µM]	4.3%	10.3%	54.8%[57.1 µM]	0.9%
O=C1CC(c2ccc(S(=O)(=O)N3CCN(c4ccccc4)CC3)cc2)CN1 (stereo not given)	0.2%	-1.3%	-12.4%	9.8%	7.9%	-11.6%	-3.8%	25.7%	-6.9%
Cc1ccccc1CS(=O)(=O)CCC(=O)NCCCN1CCN(c2ccccc2F)CC1	-0.4%	-8.7%	229.5%[activator]	-1.2%	-2.1%	-10.3%	-0.5%	-0.9%	0.1%
CC(=NNS(=O)(=O)c1ccc([N+](=O)[O-])cc1)c1ccc(C)cc1	/	-16.7%	?	-1.2%[2.29 µM]	-6.2%	-3.3%	2.5%	-0.6%[2.29 µM]	-0.2%
Brc1ccc(OCc2ccccc2)c(CNCc2ccncc2)c1	-0.7%	-11.7%	?	10.3%[57.1 µM]	23.4%	-12.5%	5.9%	4.5%[11.4 µM]	-12.0%
O=C(NC1CCSc2ccccc21)c1cccc(OC(F)F)c1 (stereo not given)	0.2%	-13.0%	21.1%	9.5%	-38.8%	0.2%	0.0%	12.7%	-3.8%
O=C(NC1CCCCC1)c1ccc(S(=O)(=O)c2ccccc2)cc1	1.0%	3.5%	0.1%	5.4%[57.1 µM]	12.0%	-0.1%	-2.6%	15.2%[57.1 µM]	7.5%
CC1=NNC(=O)C1CC(=O)N/N=C(\C)c1cccs1 (stereo not given)	0.3%	-25.8%	-1.5%	-4.6%[57.1 µM]	19.3%	3.3%	-0.4%	-8.4%[57.1 µM]	-2.1%
O=C(Nc1cccc(Cl)c1)c1cc(-c2ccco2)on1	-0.1%	-14.7%	-26.1%	2.3%	-18.8%	0.5%	10.8%	12.2%	-4.5%
O=C(Nc1ccc2nc(-c3ccco3)c(-c3ccco3)nc2c1)NC1CC1	5.2%	?	/	0.9%	?	2.5%	3.9%	4.47µM*	-8.0%
COC(C(=O)C(O)C(C)O)C1Cc2cc3cc(OC4CC(OC5CC(O)C(O)C(C)O5)C(O)C(C)O4)c(C)c(O)c3c(O)c2C(=O)C1OC1CC(OC2CC(OC3CC(O)C(OC)C(C)O3)C(O)C(C)O2)C(O)C(C)O1 (stereo not given)	/	?	?	-11.3%	-38.4%	-16.8%	4.4%	-23.2%	-1.8%
COc1ccc(C(=O)Nc2cccc(-c3nc4cccnc4s3)c2C)c(OC)c1	-2.2%	-21.4%	-28.4%	-3.9%	-23.6%	0.1%	38.6%[activator]	-26.2%	-1.4%
CCCNCC1C(Oc2ccc(Cl)cc2)C(=O)N1c1ccccc1C (stereo not given)	0.7%	-11.2%	-13.1%	17.1%[57.1 µM]	-3.9%	?	0.7%	11.1%[57.1 µM]	1.4%
Cc1cccc(NC(=O)Nc2ccc(Cl)cc2)n1	-6.3%	-18.4%	31.6%[activator]	-2.6%[57.1 µM]	10.1%	0.0%	5.0%	7.5%[57.1 µM]	2.7%
Nc1ccc2nc(SCC(=O)N3CCN(c4ccccc4)CC3)sc2c1	0.1%	-11.2%	0.0%	-20.6%[11.4 µM]	-41.0%	11.4%	13.0%	32.3%[11.4 µM]	-2.7%
CCCN1CCC(NC(=O)c2cccc(Oc3ccccc3)c2)CC1	0.6%	2.1%	-5.9%	5.4%	-0.7%	-5.2%	-1.3%	18.4%	-0.3%
CCN(CC)CCNC(=O)C(=O)NCC1OCCN1S(=O)(=O)c1ccc(Cl)cc1 (stereo not given)	-2.2%	-4.8%	-6.7%	-1.8%	23.4%	4.6%	-3.8%	-5.8%	-0.1%
O=C(CNC(=O)Cc1ccccc1)NCC(=O)OCC(=O)c1ccc(Cl)cc1	-1.2%	6.1%	8.6%	-3.7%	3.3%	-14.2%	-0.7%	5.4%	1.8%
COc1ccc(NC(=O)CCNC(=O)c2ccco2)cc1S(=O)(=O)N(C)C	-0.9%	-10.7%	-3.6%	10.1%[57.1 µM]	-40.7%	-10.3%	4.4%	11.4%[57.1 µM]	-0.1%
CCc1cc(-c2cnnn2Cc2ccccc2)ccc1-c1cn(CC(C)C)nn1	/	-0.9%	?	/	/	-1.2%	1.9%	/	-9.8%
C=CCn1c(SCc2nc3sc4c(c3c(=O)[nH]2)CCCC4)nc2ccccc2c1=O	4.5%	-21.1%	?	-0.6%	14.5%	?	0.4%	7.9%	-5.4%
Cc1cc(=O)[nH]c(SCC(=O)c2ccc(O)c(O)c2)n1	0.0%	-14.7%	4.47µM*	-20.4%	-16.4%	1.2%	-11.2%	56.2µM*	-15.1%
CCOC(=O)c1c(NC(=O)COc2cc(C)ccc2C(C)C)sc(C)c1C	2.5%	-24.9%	?	2.5%	?	/	/	-8.5%	/
COc1ccc(S(=O)(=O)N2CCN(C(=O)N3CCOCC3)C2C)cc1 (stereo not given)	4.1%	-3.7%	4.2%	7.9%[57.1 µM]	5.1%	-13.6%	14.2%	21.3%[57.1 µM]	-2.7%
NCCN1C(=O)S/C(=C\c2ccc3c(c2)OCO3)C1=O	-2.1%	-3.8%	13.2%	-4.9%	-38.5%	-10.2%	-3.2%	3.1%	0.3%
Cc1[nH]c2ccccc2c1C(=O)CSc1ncn[nH]1	-2.2%	-8.2%	0.0%	-3.7%[57.1 µM]	-17.9%	-4.3%	-3.0%	-13.7%[57.1 µM]	1.8%

Retrieved by structure from the entries so far (two):
SMILES	RXFP1 agonist	USP1-UAF1 inh	12-LOX inh	TrxR1 substrate	RGS4 inhibitor	Vif-A3F inh	IDH1 R132H inh	rTrxR1 inhibitor	Vif-A3G inh
O=C(NC1CCSc2ccccc21)c1cccc(OC(F)F)c1 (stereo not given)	0.2%	-13.0%	21.1%	9.5%	-38.8%	0.2%	0.0%	12.7%	-3.8%
Cc1nnc(SCC(=O)Nc2ccc(N(C)C)cc2)n(N)c1=O	-3.7%	3.7%	7.9%	2.3%[57.1 µM]	-41.0%	3.0%	-0.6%	0.1%[57.1 µM]	-0.6%

Screening results (PubChem)

An excerpt; rates above refer to the full screens.
